# GPR55 beta-arrestin = GPR55 agonists via beta-arrestin recruitment, primary screen, imaging, U2OS cells, beta-arrestin-GFP redistribution (AID 1961) | 290,000 tested, 0.048% active | U2OS GPR55 beta-arrestin-GFP redistribution imaging; higher % means a stronger effect | activation, % at 10 µM, or EC50 in µM where a hit was titrated;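 active = activation above 40% with more than 50 cells counted in the well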;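 note: U2OS osteosarcoma cells stably expressing GPR55 and beta-arrestin-GFP; plate controls were DMSO negative control for no effect and LPI positive control for full effect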
# GPR55 antagonists = inhibition of LPI-stimulated GPR55 beta-arrestin translocation – imaging, U2OS, beta-arrestin-GFP, LPI agonist, primary screen (AID 2013); U2OS GPR55 beta-arrestin-GFP translocation imaging, LPI antagonism; higher % means a stronger effect; inhibition, % at 10 µM, or IC50 in µM where a hit was titrated; 290,000 tested, 0.13% active;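 active = spots per cell inhibited over 60%, with over 100 cells counted and total cytoplasm intensity under 500,000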;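 note: U2OS cells stably carrying GPR55 and arrestin-GFP stimulated by 5 µM LPI near EC80; imaged beta-arrestin-GFP aggregate spots per cell after agonist stimulation; plate controls were LPI-stimulated DMSO wells for no effect and DMSO wells without LPI for full effect; some results filed as inactive read as strong as hits; confirmed hits need IC50 under 10 µM and bright autofluorescent wells are also inconclusive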
# Dengue-2 NS5 capping = Dengue-2 NS5 methyltransferase inhibitors, primary screen, biochemical, confirmation dose response (AID 588689) | Dengue-2 NS5 methyltransferase capping enzyme assay, biochemical; higher % means a stronger effect | one-dose inhibition, % at 25 µM; IC50 in µM for titrated hits | 340,000 tested, 0.3% active; in the data active = a potency from the dose series
# Siah-1 displacement = blockers of Siah-1 interaction with plectin peptide – biochemical, fluorescence polarization, rhodamine-plectin, uHTS, primary screen (AID 1817); 290,000 tested, 0.02% active; Siah-1 / rhodamine-plectin peptide fluorescence polarization; higher % means a stronger effect; one-dose displacement, % at 20 µM; IC50 in µM for titrated hits;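 active = displacement of at least 50% at 20 µM, with a fluorescence ratio check between 0.3 and a set limit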;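 note: plate controls were Siah plus tracer with DMSO for no effect and tracer alone without Siah for full effect; strong numbers were not always called active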
# GPR35 antagonists = GPR35 antagonists blocking zaprinast-driven arrestin recruitment, primary screen, imaging, U2OS, beta-arrestin-GFP, zaprinast agonist (AID 2058) | U2OS GPR35 beta-arrestin-GFP translocation imaging, zaprinast antagonism; higher % means a stronger effect | inhibition, % at 10 µM; hits with a dose series show IC50 in µM | 290,000 tested, 0.052% active;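 active = inhibition of at least 50% with at least 30 cells and total cytoplasm GFP at most 10,000,000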
# UTI89 phage lysis = protection from phage-mediated lysis, alamar blue read-out – E. coli UTI89, K1F phage, bacterial capsule biogenesis inhibitors (AID 488966); E. coli UTI89 K1F phage lysis, alamar blue, 2 h; higher % means a stronger effect; inhibition, % at 100 µM, or IC50 in µM where a hit was titrated; 340,000 tested, 0.02% active;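 active = phage lysis inhibition, versus mean bacterial control, above a set limit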;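 note: capsule biogenesis inhibitors block K1F phage lysis so surviving cells raise fluorescence; higher fluorescence means more inhibition of phage lysis; actives were called in the ten point dose series up to 300 µM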
# HIV peptide binding = inhibitors of HIV fusion peptide binding, primary screen, biochemical, uHTS, fluorescence dequenching (AID 1986); inhibition, % at 20 µM, or IC50 in µM where a hit was titrated; cell-free peptide binding, fluorescence dequenching, 30 min; higher % means a stronger effect; 290,000 tested, 0.3% active; in the data active = inhibition mostly above about 52%, no sharp cut-off; inactive = mostly below about 76%; note: some results filed as inactive read as strong as hits
# NTR1 ag = agonists of NTR1, primary screen, imaging, U2OS cells, beta-arrestin-GFP, high content (AID 493036) | P30989 | 330,000 tested, 0.17% active | activation, % at 20 µM | NTR1-U2OS beta-arrestin-GFP spot imaging, agonist mode;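 active = activation at or above 40% of the spot to cytoplasm intensity ratio, with at least 20 cells analyzed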;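 note: 0% = DMSO without peptide and 100% = 100 nM NTR1 peptide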
# Target sequence (P30989 whole entry, looked up): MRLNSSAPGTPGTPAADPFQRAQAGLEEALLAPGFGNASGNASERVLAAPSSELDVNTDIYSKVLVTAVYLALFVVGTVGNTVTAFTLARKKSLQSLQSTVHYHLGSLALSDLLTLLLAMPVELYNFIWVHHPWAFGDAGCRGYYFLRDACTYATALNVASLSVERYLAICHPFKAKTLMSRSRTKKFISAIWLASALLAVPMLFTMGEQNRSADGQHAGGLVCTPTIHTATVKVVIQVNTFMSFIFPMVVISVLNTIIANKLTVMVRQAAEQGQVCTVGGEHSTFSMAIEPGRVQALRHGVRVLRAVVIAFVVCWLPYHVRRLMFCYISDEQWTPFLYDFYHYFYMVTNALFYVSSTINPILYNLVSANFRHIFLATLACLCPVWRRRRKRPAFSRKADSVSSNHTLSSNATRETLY
# AID2073 = disruptors of CaV2.2 binding to Mint1 – biochemical, HTRF (AID 2073). HTRF protein-protein interaction, Mint1-CaV2.2; higher % means a stronger effect. inhibition, % at 20 µM, or IC50 in µM where a hit was titrated. 290,000 tested, 0.19% active; in the data active = inhibition mostly above about 51%, no sharp cut-off; note: some results filed as inactive read as strong as hits
# NTR1 ag cell count 20 µM = second read-out of NTR1 ag, no call of its own (marks repeat the call); cell count; measured here: cell count, cytotoxicity flag
# Dengue-2 NS5 capping pilot replicate = also measured in Dengue-2 NS5 capping; calls as there; inhibition, %; measured here: pilot screen replicate inhibition
# The depositor's hits bear a star; i = inactive; · = not tested or not shown; [ ] = remark or other dose.
SMILES,GPR55 beta-arrestin,GPR55 antagonists,Dengue-2 NS5 capping,Siah-1 displacement,GPR35 antagonists,UTI89 phage lysis,HIV peptide binding,NTR1 ag,NTR1 ag cell count 20 µM,AID2073,others
CC(=O)Nc1ccc(/C=C/c2ccc3cccc([N+](=O)[O-])c3n2)cc1,2.5%,4%,0%,3%,7%,-0.2%,-2.4%,7.1,70,27%,
CCOC(=O)c1nc2cc3n(c(C)c-2c1C)C(C)C(C)=C3C (configuration not stated),-0.2%,13%,-3%,2%,-10%,-0.3%,2.9%,1.1,50,-3%,
Cc1ccc(-c2nn(-c3ccccc3)cc2C(=O)N2CCOCC2)cc1C,0.1%,7%,0%,1%,-19%,-0.5%,0.9%,0.5,94,8%,
CCC1CCCCN1C(=O)c1sc2nc(C)nc(N(CC)CC)c2c1C (configuration not stated),0.5%,4%,-2%,-4%,12%,-0.1%,-0.9%,-1.2,107,-6%,
COc1ccccc1/C=C/C(=O)OCC(=O)NNC(=O)c1ccccc1,-0.2%,4%,-4%,1%,17%,0.1%,-0.9%,0.2,57,9%,
Cc1cc(C)c2oc(-c3ccc(C)c(NC(=S)NC(=O)/C=C/c4ccco4)c3)nc2c1,0.8%,-6%,5%,3%,11%,3.3%[50 µM],10%,1.2,52,17%,
COc1cc(Cl)c(C)cc1NC(=O)c1cccc(OC)c1OC,-0.1%,4%,-2%,-6%,-10%,0.4%,1.7%,12,32,8%,
CC(C)c1nnc(NC(=O)COc2ccc3c(c2)OCO3)s1,-0.1%,7%,-4%,-3%,21%,-0.1%,-1.1%,-1.0,51,0%,
Cc1ccc(NC(=O)CCC(=O)OC(C(=O)c2ccc(C)c(C)c2)c2ccccc2)c(C)c1 (configuration not stated),0.2%,-2%,0%,-1%,6%,-0.5%,0.3%,-0.2,85,-2%,Dengue-2 NS5 capping pilot replicate=3.3
CCCc1nnc(NC(=O)CCC(=O)Nc2ccc(Br)cc2)s1,-0.2%,17%,3%,-1%,6%,0.1%,0.7%,-0.4,68,0%,
C[n+]1ccccc1N1CCN(c2ccccc2Cl)CC1,-0.3%,5%,0%,-2%,-21%,3.4%[50 µM],-1.7%,1.9,71,-21%,
CC(C)(C)NC(=O)NC(=O)COC(=O)Cc1ccc(Cl)cc1Cl,-0.2%,-1%,-5%,-2%,7%,0.1%,-0.5%,1.5,53,8%,
COc1cc(/C=C/C(=O)OCC(=O)NCc2cccs2)ccc1OC(F)F,0.2%,0%,-3%,0%,-1%,6.9%,0.8%,-1.7,51,4%,
O=C(CSc1nnnn1-c1ccc(F)cc1)c1ccc(O)c(O)c1,0.1%,-12%,2%,16%,-7%,i,14%,·,·,0%,
COc1ccc(OCC(=O)N2CCC(Cc3ccccc3)CC2)cc1,-0.1%,-5%,-9%,-1%,-13%,-0.2%,2.0%,-0.2,52,7%,
C[n+]1cccc(C2C(C#N)=C(N)Oc3c2ccc2ccccc32)c1 (configuration not stated),-0.1%,-8%,10%,-7%,4%,-2.0%,11%,-0.6,55,2%,
COc1ccc(S(=O)(=O)Nc2ccccc2C(=O)NCc2ccco2)cc1,-0.1%,5%,-4%,-1%,-4%,-1.3%,3.7%,-0.1,52,14%,
O=C(c1ccco1)N1CCN(C(=O)C2CCN(S(=O)(=O)Cc3ccccc3)CC2)CC1,0.2%,-11%,2%,-2%,8%,-1.8%,-1.7%,-4.3,80,19%,
O=C(NCc1cccs1)c1cccc(N2CCCC2=O)c1,-0.2%,-4%,1%,0%,-2%,1.3%,-1.0%,-2.0,39,1%,
O=C(Nc1ccccc1)c1ccc(NC(=O)C2CC2)cc1,-0.2%,5%,-3%,0%,-15%,1.3%[50 µM],2.0%,0.6,71,3%,
Cc1ccc(NC(=O)c2cccc(OC(F)F)c2)c(OC(F)F)c1,-0.2%,4%,-5%,0%,9%,0.8%,-0.5%,0.6,69,34%,
CC(=O)Nc1ccc(C(=O)CSc2nnc(Cc3ccccc3)o2)cc1,0.0%,-11%,-4%,-2%,-6%,2.7%,-1.2%,2.6,70,-18%,
Cc1ccc(CN(C)C(=O)CCc2c[nH]c3ccccc23)o1,0.2%,14%,-6%,5%,20%,-0.9%,-1.1%,-1.0,40,9%,
COc1cc(/C=N/Nc2ccc(Cl)c(C(=O)O)c2)ccc1OCC(=O)N1C(C)CCCC1C (configuration not stated),0.0%,14%,2%,4%,6%,-0.2%,26%,0.4,63,16%,
CCOC(=O)c1cc(S(=O)(=O)NCc2ccc3c(c2)OCO3)cn1C,-0.1%,-16%,3%,-5%,4%,-0.1%,0.0%,-0.7,72,13%,
Cc1c(NC(=O)C(c2ccccc2)c2ccccc2)cccc1C(=O)O,-0.1%,-2%,-10%,11%,2%,-0.5%[50 µM],-0.2%,0.4,62,-6%,
O=C(CN1C(=O)c2ccccc2S1(=O)=O)NCc1cccs1,-0.2%,-8%,-2%,-5%,-9%,0.8%[50 µM],0.3%,0.8,55,2%,
O=C1c2cccc3cccc(c23)C(=O)N1Cc1ccco1,0.0%,0%,-12%,3%,18%,-0.5%,0.9%,1.0,91,36%,
C#CCOCCOCCOCCNc1nc(N2CCOCC2)nc(N2CCN(C(=O)[C@H](Cc3ccc(O)cc3)n3cc([C@@H](N)C(C)CC)nn3)CC2)n1 (some centres not stated),-0.2%,1%,0%,0%,-17%,0.7%,1.7%,-1.8,66,6%,
CCCC(=O)Nc1cc(C)c(NC(=O)c2cccs2)cn1,0.2%,-4%,5%,-6%,5%,0.2%,0.8%,-1.0,103,3%,
CCOC(=O)/C(C#N)=C/Nc1ccccc1NS(=O)(=O)c1cccc(C(C)=O)c1,-0.2%,3%,-4%,1%,-10%,1.7%,8.0%,1.0,51,12%,
COc1ccccc1N1CCN(C(=O)C(OC(C)=O)c2ccccc2)CC1 (configuration not stated),-0.1%,14%,-1%,-2%,-10%,2.2%,0.2%,-0.1,81,3%,
Cc1onc(-c2ccccc2Cl)c1C(=O)Nc1cccc(-c2nc3ncccn3c2C)c1,-0.1%,-1%,-6%,-2%,17%,7.5%,-2.0%,6.1,72,48%,
CCCSC1=N/C(=C\c2ccsc2)C(=O)S1,0.3%,12%,8%,6%,2%,1.7%,9.8%,2.8,35,1%,
O=S(=O)(NN=C1CCCCCCC1)c1ccc(Br)cc1,-0.1%,2%,-5%,2%,-8%,2.1%,3.0%,3.5,41,1%,
Fc1ccc(N2CCN(c3nnnn3-c3ccccc3)CC2)cc1,-0.5%,0%,-7%,3%,4%,-0.1%,-0.7%,-0.6,48,4%,
COC(=O)Nc1nnc(-c2ccc(OC)cc2)s1,0.0%,3%,14%,0%,-22%,-0.3%,0.3%,0.3,38,-3%,
O=c1[nH]c2ccccc2c(=O)n1Cc1ccccc1,-0.2%,0%,-9%,-1%,7%,2.1%,-0.5%,10,79,7%,
O=C(Nc1cccnc1)c1scc2c1OCCO2,-0.1%,15%,2%,4%,0%,-0.3%,-1.0%,1.4,58,1%,
O=C(COc1ccc(Br)cc1CO)Nc1ccccc1F,-0.1%,-6%,0%,0%,9%,0.4%,1.0%,-0.9,47,7%,
O=S1(=O)N=C(Oc2ccccc2)c2ccccc21,0.2%,1%,1%,4%,-13%,0.4%,2.1%,1.8,96,-3%,Dengue-2 NS5 capping pilot replicate=3.3
CC1=NN(C(C#N)c2ccccc2C)C(C)(C)C1 (configuration not stated),-0.1%,0%,0%,13%,-3%,0.1%,2.6%,-1.7,51,1%,
Cc1cccn2c(=O)c3cc(C(=O)NCCN4CCOCC4)n(C)c3nc12,-0.2%,8%,-5%,-2%,-6%,-0.2%[50 µM],1.2%,0.0,60,27%,
CCOC(=O)C1CCN(C(=O)COC(=O)CNC(=O)c2ccc(OC)cc2)CC1,-0.3%,4%,-5%,0%,2%,-0.2%,-0.7%,1.5,37,2%,
CC(=O)c1ccc(OCC(C)Oc2ccc(C#N)cc2)cc1 (configuration not stated),-0.3%,5%,-1%,0%,-1%,0.0%,-3.5%,3.5,61,-5%,
O=C(Nc1ccccc1Cl)/C(Cl)=C(\Cl)S(=O)c1ccccc1 (configuration not stated),10%,11%,-28%,0%,39%,0.0%,0.9%,-1.4,74,10%,
CCOc1ccc(N2CC(O)Cn3c2nc2c3c(=O)n(CCCc3ccccc3)c(=O)n2C)cc1 (configuration not stated),-0.1%,5%,9%,-1%,0%,0.3%,-0.9%,0.7,51,30%,
O=C(Nc1ccccc1Br)c1ccccc1-c1ccccc1,-0.2%,-14%,2%,1%,-3%,-1.2%[50 µM],-0.6%,-0.8,80,-1%,
Cc1ccc(C)c(S(=O)(=O)N2CCN(C(=O)Cn3cnc4c3c(=O)n(C)c(=O)n4C)CC2)c1,-0.1%,13%,-2%,5%,2%,0.3%,2.6%,-0.1,64,7%,
c1ccc(-c2nnc(-c3ccccn3)s2)nc1,0.0%,-9%,11%,-1%,4%,0.9%,-0.3%,-0.7,44,-24%,
CC(=O)N1c2ccc(S(=O)(=O)N3CCC(C(=O)N4CCC(C)CC4)CC3)cc2CC1C (configuration not stated),0.7%,-7%,-12%,-1%,3%,0.0%,-1.7%,0.3,58,12%,
[O-]/[N+](=C\c1ccco1)c1ccc(Cl)cc1,-0.2%,-1%,24%,8%,-1%,2.7%,1.4%,-1.0,72,2%,
CC12CCC(C/C1=N/NC(=O)COc1ccccc1Cl)C2(C)C (configuration not stated),0.0%,3%,0%,-6%,1%,0.3%,-0.6%,2.3,48,-2%,
Cc1ccc(Sc2ncccc2COC(=O)Nc2c(C)cccc2C)cc1,-0.2%,23%,-9%,2%,-1%,-0.2%,-1.0%,3.0,68,-8%,
COc1ccc(-c2nc(C#N)c(NCc3ccccc3Cl)o2)cc1OC,-0.2%,2%,-1%,3%,-5%,1.2%,1.5%,2.3,51,16%,

# Sorted by formula weight (lowest first): part of the list above
SMILES,GPR55 beta-arrestin,GPR55 antagonists,Dengue-2 NS5 capping,Siah-1 displacement,GPR35 antagonists,UTI89 phage lysis,HIV peptide binding,NTR1 ag,NTR1 ag cell count 20 µM,AID2073,others
COc1ccc(-c2nc(C#N)c(NCc3ccccc3Cl)o2)cc1OC,-0.2%,2%,-1%,3%,-5%,1.2%,1.5%,2.3,51,16%,
Cc1ccc(Sc2ncccc2COC(=O)Nc2c(C)cccc2C)cc1,-0.2%,23%,-9%,2%,-1%,-0.2%,-1.0%,3.0,68,-8%,
CC(=O)N1c2ccc(S(=O)(=O)N3CCC(C(=O)N4CCC(C)CC4)CC3)cc2CC1C (configuration not stated),0.7%,-7%,-12%,-1%,3%,0.0%,-1.7%,0.3,58,12%,

# An unsorted share of the library. Share with any hit: about 1.2%.
